TDP1 block = qHTS Assay for Inhibitors of Tyrosyl-DNA Phosphodiesterase (TDP1) | Tyrosyl-DNA phosphodiesterase 1 (Homo sapiens), Q9NUW8 | Potency, µM (highest dose often 130 µM), inactives show at the top dose activity change, negative = inhibition, usual class: inhibitors | hit rate 0.28% among 350,000 | recombinant TDP1, AlphaScreen DNA substrate cleavage; further: nearly all actives have a fitted effect of over 40% in size
Target sequence (Q9NUW8 whole entry, looked up): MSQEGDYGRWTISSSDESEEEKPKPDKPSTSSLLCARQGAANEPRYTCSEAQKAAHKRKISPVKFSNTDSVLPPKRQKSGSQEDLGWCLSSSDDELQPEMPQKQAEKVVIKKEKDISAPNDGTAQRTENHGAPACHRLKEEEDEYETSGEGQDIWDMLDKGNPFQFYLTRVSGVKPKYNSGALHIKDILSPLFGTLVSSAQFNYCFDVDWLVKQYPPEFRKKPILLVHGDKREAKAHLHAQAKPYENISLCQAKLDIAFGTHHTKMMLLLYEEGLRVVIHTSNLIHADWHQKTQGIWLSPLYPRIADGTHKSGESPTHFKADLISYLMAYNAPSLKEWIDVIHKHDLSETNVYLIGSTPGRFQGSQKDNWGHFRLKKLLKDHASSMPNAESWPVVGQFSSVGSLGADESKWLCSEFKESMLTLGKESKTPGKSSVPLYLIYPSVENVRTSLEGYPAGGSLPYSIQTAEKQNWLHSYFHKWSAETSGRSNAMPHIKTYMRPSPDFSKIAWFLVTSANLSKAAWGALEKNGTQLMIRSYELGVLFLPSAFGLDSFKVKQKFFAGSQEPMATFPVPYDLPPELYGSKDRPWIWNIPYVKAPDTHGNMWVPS
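Enzyme-compound mixtures sat 15 min at room temperature, followed by a 5 min reaction with 15 nM final substrate and 10 min with AlphaScreen beads. Recombinant human Tdp1 was used at 1 nM final.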
N370S GC = qHTS Assay for Inhibitors and Activators of N370S glucocerebrosidase as a Potential Chaperone Treatment of Gaucher Disease; N370S GC spleen homogenate, 4MU-glucoside fluorescence; Potency, µM (series often up to 59.4 µM), without a hit: top-dose activity change, negative = inhibition, most hits filed as inhibitors; hit rate 0.092% among 330,000; AID 2101, 2009;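 further: 0% = full enzyme activity and -100% = no enzyme basal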
FEN1 inh = qHTS Assay for the Inhibitors of Human Flap endonuclease 1 (FEN1); hit rate 0.35% among 390,000; Potency, µM (highest dose often 114 µM), for the others: at the top dose activity change, negative = inhibition, most hits filed as inhibitors; AID 588795, 2011; Recombinant FEN1 flap cleavage, fluorescence, 15 min; further: nearly all actives have a fitted effect of over 65% in size
Target sequence (P39748 whole entry, looked up): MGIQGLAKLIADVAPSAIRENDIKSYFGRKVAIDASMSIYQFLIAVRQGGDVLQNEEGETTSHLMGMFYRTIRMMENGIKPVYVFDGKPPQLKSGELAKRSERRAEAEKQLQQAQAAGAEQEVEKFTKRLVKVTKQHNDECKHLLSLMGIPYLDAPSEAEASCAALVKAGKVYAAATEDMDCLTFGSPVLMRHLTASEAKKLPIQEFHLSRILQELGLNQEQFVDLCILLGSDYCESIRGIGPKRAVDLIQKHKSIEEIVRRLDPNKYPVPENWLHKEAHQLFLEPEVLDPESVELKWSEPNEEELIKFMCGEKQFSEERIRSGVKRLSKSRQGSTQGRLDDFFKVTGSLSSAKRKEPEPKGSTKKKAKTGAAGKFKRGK
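Read-out was taken twice, immediately and after 15 min, following addition of 50 nM substrate to 10 nM FEN1 that had sat with test compound for 15 min at room temperature. Curves came from a four-parameter Hill model.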
Numbers without * were called inactive; ? = inconclusive; nt = not tested or not shown; & = joins results of further samples; [ ] = another dose, or the depositor's remark. The call rests on the fitted dose curve; in most records, active means well fitted curve in the direction sought with a large enough effect; inconclusive means small, poorly fitted or top-dose-only effect, or another doubt; inactive means no such curve, though single readings can be large; an effect the other way counts as inactive or inconclusive. Unless noted, on the % scale 0 is the no-effect control and ±100 the full control effect; potency means the concentration at half of the fitted maximal effect.

SMILES	TDP1 block	N370S GC	FEN1 inh
Nc1cc(=O)[nH]c(SCC(=O)Nc2ccc(Cl)c(Cl)c2)n1	0%	12%	0%
COc1cc(OC)c(NC(=O)c2ccc3c(SCC(=O)O)c4c(nc3c2)CCCC4)cc1Cl	-8%	-3%	-29%
O=S(=O)(c1ccc2c(c1)CCN2)N1CCCCCC1	8%	nt	-11%
CCn1c(=O)n(CC)c2cc(S(N)(=O)=O)ccc21	7%	4%	1%
CCOC(=O)C1CCN(C(=O)CN2C(=O)NC3(CCCCC3)C2=O)CC1	-2%	nt	16%
COc1ccc(C2Nc3ccccc3C(=O)N2Cc2ccco2)cc1COc1ccccc1F (stereo not given)	1%	?	12%
COc1ccc(-c2nnc(SCc3cccc(C)c3)n2N)cc1	0%	2%	-19%
N#CC(C(=O)NC1CCCCC1)c1nc2ccccc2nc1N1CCN(c2ccc(F)cc2)CC1 (stereo not given)	0%	-16%	nt
CC/C(CC(C)(C)c1ccccc1)=N\O	0%	3%	-13%
Cc1ccc(COc2coc(CO)cc2=O)cc1	2%	11%	-1%
CC1=C[C@H]2OC(=O)[C@@H](C)[C@H]2C[C@@H]2[C@H]1C[C@@H](O)[C@@]2(C)O	5%	-4%	17%
Cc1ccc(C(=O)N(CCC2=CCCCC2)c2c(N)n(Cc3ccccc3)c(=O)[nH]c2=O)o1	nt	-5%	7%
C/C(=N\NC(=S)NC1CCCCC1)c1ccc(OC(F)F)cc1OC(F)F	nt	2%	1%
COc1ccc(OC)c(NS(=O)(=O)c2c(C(=O)N3CCCCCC3)c(C)n(C)c2C)c1	9%	-1%	-6%
COc1ccc(-n2nc(C(=O)NCC(=O)N3CCC(C(N)=O)CC3)c3ccccc3c2=O)cc1OC	5%	-1%	-5%
CC(=O)c1c(C)n([O-])c2ccc(C)cc2[n+]1=O	2%	1%	0%
CCOc1ccc(S(=O)(=O)/N=C(/c2ccccc2)N(C)C)cc1	6%	-13%	0%
Cc1cc(C(=O)COC(=O)C2CCN(C(=O)c3ccc(Cl)cc3)CC2)c(C)n1CC1CCCO1 (stereo not given)	5%	-6%	0%
CCOc1ccccc1N(C(=O)Nc1cccc(Cl)c1)C1=NC(C)CS1 (stereo not given)	0%	-6%	2%
O=[N+]([O-])c1ccc(C[n+]2cccc(O)c2)cc1	0%	-12%	11%

In a second layout: 6 of the compounds above
Molecule | TDP1 block | N370S GC | FEN1 inh
CCn1c(=O)n(CC)c2cc(S(N)(=O)=O)ccc21 | 7% | 4% | 1%
Nc1cc(=O)[nH]c(SCC(=O)Nc2ccc(Cl)c(Cl)c2)n1 | 0% | 12% | 0%
CC(=O)c1c(C)n([O-])c2ccc(C)cc2[n+]1=O | 2% | 1% | 0%
Cc1ccc(C(=O)N(CCC2=CCCCC2)c2c(N)n(Cc3ccccc3)c(=O)[nH]c2=O)o1 | nt | -5% | 7%
CCOc1ccccc1N(C(=O)Nc1cccc(Cl)c1)C1=NC(C)CS1 (stereo not given) | 0% | -6% | 2%
C/C(=N\NC(=S)NC1CCCCC1)c1ccc(OC(F)F)cc1OC(F)F | nt | 2% | 1%

(next part)
SMILES	TDP1 block	N370S GC	FEN1 inh
CC(=O)c1cc(C#N)c(N(C)Cc2ccccc2)nc1C	1%	-4%	-20%
COc1ccccc1NC(=O)N1CCN(c2ccc3nnc(-c4ccc(F)cc4)n3n2)CC1	6%&4%	19%	?
Cc1cc(NC(=O)c2ccc(Cl)cc2)no1	-4%	-2%	-1%
CC(=O)c1ccc(N2CCN(C(=O)COc3ccc(F)cc3)CC2)c(F)c1	2%	6%	-2%
CNC(=O)C(=O)Nc1c(O)c2ccccc2[nH]c1=O	-3%	2%	-1%
O=C(O)CCC/C=C\CC1C2CCC(O2)C1CNNC(=O)Nc1ccccc1 (stereo not given)	6%&8%	13%&10%	nt
COc1cccc(C2C3=C(N=c4s/c(=C\c5cccc(O)c5)c(=O)n42)c2ccccc2CC3)c1OC (stereo not given)	1%	-12%	-11%
CCc1cc2c(=O)[nH]c(Cc3ccc(OC)cc3)nc2s1	-4%	7%	1%
COc1ccc2c(c1)Sc1ccccc1N2CCN(C)C	5%	-8%	-5%
CCN(C(=O)C1CCC(CNS(=O)(=O)c2cccc3nsnc23)CC1)c1cccc(C)c1 (stereo not given)	7%	nt	4%
Cc1ccc(-n2nc(N)c3c(=O)oc(N(C)C)nc32)cc1	5%	2%	-1%
COc1ccc(OC)c(CNC(=O)C(C)n2c(C)c3cnn(-c4ccccc4)c(=O)c3c2C)c1 (stereo not given)	5%	nt	3%
O=C(Oc1ccc2ccccc2c1)C1CCC1	nt	9%	9%
Nc1cccc(S(=O)(=O)O)c1	15%	-4%	nt
CCC(=O)N(Cc1ccco1)c1nc(C(=O)Nc2ccc(Cl)cc2)c(C)s1	-5%	0%	-9%
Cc1c(Nc2nc(-c3ccccc3)cs2)c(=O)n(-c2ccccc2)n1C	-7%	12%	0%
COc1ccc(N=C2SC(CC(=O)Nc3ccccc3)C(=O)N2CC2CCCO2)cc1 (stereo not given)	4%	0%	-6%
CN1/C(=C/C(=O)CSc2ccccc2C(=O)O)C(C)(C)c2ccccc21	4%	7%	-12%
O=C(NC1CCCCC1)c1cc([N+](=O)[O-])ccc1N1CCOCC1	0%	2%	16%
COCCn1c(Cc2ccccc2)nnc1SCc1ccc([N+](=O)[O-])cc1	6%	14%	-4%

Of the compounds above, 3 have a nitro group on carbon.
SMILES	TDP1 block	N370S GC	FEN1 inh
O=[N+]([O-])c1ccc(C[n+]2cccc(O)c2)cc1	0%	-12%	11%
O=C(NC1CCCCC1)c1cc([N+](=O)[O-])ccc1N1CCOCC1	0%	2%	16%
COCCn1c(Cc2ccccc2)nnc1SCc1ccc([N+](=O)[O-])cc1	6%	14%	-4%

Additional results.
SMILES	TDP1 block	N370S GC	FEN1 inh
COc1cc(NC(=O)Cn2c(=O)n(Cc3ccco3)c(=O)c3oc4ccccc4c32)cc(OC)c1	5%	nt	10%
Cc1c(NC(=O)c2ccc3c(c2)C(=O)N(Cc2ccco2)C3=O)cccc1C(=O)O	-12%	-3%	-4%
COc1ccc(NC(=O)C(c2ccccc2)N(C)C(=O)CNC(C)=O)cc1 (stereo not given)	1%	-15%	1%
COc1ccc(CNC(=S)N/N=C/c2ccc(OC)c(OC)c2)cc1	10%	-6%	6%
CCNS(=O)(=O)c1ccc(CCC(=O)N2CCN(C(=O)OCC)CC2)cc1	4%	-18%	26%
O=S(=O)(c1ccc(SCc2ccccc2)nc1)N1CCCC1	-16%	nt	4%
N#CC1=C(N)C(C#N)(C#N)[C@H](c2c(F)cccc2F)[C@H]2CC3(CC=C12)OCCO3	6%	-1%	-7%
O=c1cc(-c2ccccc2)c2cc3c(cc2[nH]1)OCCO3	3%	2%	6%
CC1CCC(NC(=O)c2ccc(CNc3c(NC4CCCCC4)c(=O)c3=O)cc2)CC1 (stereo not given)	3%	8%	20%
CC1CCC(NC(=O)c2ccc(COc3ccccc3)o2)CC1 (stereo not given)	0%	2%	-5%
Cc1cc2sc3ccccc3c(=O)c2c(C)c1O	9%	-1%	-2%
COc1ccc(C2/C=C\CN(CC(C)C)C(C)C(=O)N2Cc2ccc(F)cc2)cc1 (stereo not given)	1%	0%	-2%
c1coc(CSc2ncnc3c2oc2ccccc23)c1	nt	12%	-4%
O=C1c2cc(Cl)ccc2OC2(CCNCC2)C12CC(c1ccccc1)=NO2 (stereo not given)	5%	-26%	-2%
O=C(COC(=O)c1c(F)cccc1F)NCc1ccc2c(c1)OCO2	-1%[56.1 µM]	nt	-4%
Cc1cc2c(cc1NC(=O)c1ccccc1Cl)n(C)c(=O)c(=O)n2C	-3%	nt	4%
c1ccc(-c2nnc(SCC3CCCCO3)nc2-c2ccccc2)cc1 (stereo not given)	0%	24%	-8%
CCc1cccc(NC(=O)Cc2nc(-c3ccc(OC)cc3)no2)c1	5%	nt	6%
O=C(/C=C/c1ccccc1O)c1ccc(Cl)cc1	nt	10%	-2%
CC(=O)Nc1ccc(S(=O)(=O)N2N=NC3C2C2CC4C3(CN(C(=O)OC(C)(C)C)S4(=O)=O)O2)cc1 (stereo not given)	11%	-7%	14%
CC(=O)c1ccc(S(=O)(=O)NCCC(=O)NC2CCN(Cc3ccccc3)CC2)cc1	2%	nt	0%
O=[N+]([O-])c1ccc(-c2csc(N3CCc4ccccc4C3)n2)cc1	2%	3%	13%
CCOCCCNC(=O)c1ccc(OC)c(OC2CCN(C(C)C)CC2)c1	nt	-7%	-9%
O=C(Nc1cccs1)Nc1cc(C(F)(F)F)ccc1Cl	3%	nt	-9%
CN1C(=O)C(C)(C)c2cc(S(=O)(=O)N3CCC(C(=O)Nc4ccc(Cl)cc4)CC3)ccc21	nt	-20%	2%
CC(C)C[C@H](N)c1nnc(SCC(=O)Nc2ccc(Br)cc2)o1	2%	-14%	5%
Cc1nn2c(=O)cc(CN(C)c3ccccc3)nc2s1	3%	nt	44%[activator]
COc1ccc(-c2nnc(SCC(=O)N/N=C/c3ccccc3C(=O)O)n2-c2ccc(Cl)cc2)cc1	10%	-5%	5%
CC(=O)N1CCCc2cc(S(=O)(=O)CCC(=O)N3CCN(c4ccccc4)CC3)ccc21	3%	-7%	-4%
COc1ccc([C@H]2CC(=O)C=C(c3cc4ccccc4s3)C2)cc1OC	5%	nt	-5%
CC(C(O)c1ccc(O)cc1)N1CCC(Cc2ccccc2)CC1 (stereo not given)	3%	?	15%&-3%&-13%
COc1ccc(NC(=O)c2ccccc2NC(=O)CSc2ccccc2)cc1	3%	1%	-4%
O=C(Nc1sc2c(c1C(=O)NCc1ccccc1)CCCC2)c1cc(=O)c2cc(Cl)ccc2o1	6%	nt	1%
Cc1cc(NC(=O)CSc2nnc(-c3ccc4c(c3)OCCO4)o2)no1	6%	-10%	-5%
O=C(NNC(=O)c1ccc2c(c1)OCO2)NC1CCCCC1	4%	-17%	5%
Cc1oc(-c2ccc(C(=O)NCCN(C)C)cc2)nc1CS(=O)(=O)c1ccccc1	3%	nt	23%
CC(C)(C)NC(=O)CN1CCC(O)(c2ccc3c(c2)OCO3)CC1	0%	2%	-3%
Cc1ccc(C(=O)COC(=O)COc2ccccc2C)cc1	-14%	4%	2%
Cc1nnc(SCC(=O)NC2CCCCCC2)n1C(C)C	3%	-3%	-9%
COC(=O)c1cc(NC(=O)[C@H](CCS(C)(=O)=O)N2Cc3ccccc3C2=O)cc(C(=O)OC)c1	3%	nt	1%
COc1ccc(N2CCN(C(=O)NC(=O)c3ccc(Cl)cc3)CC2)cc1	4%	0%	-9%
COc1cccc(/C=N/N2CCN(Cc3ccccc3)CC2)c1O	5%	-4%	-8%
Cc1nc2sccn2c(=O)c1S(=O)(=O)Nc1ccc(N2CCOCC2)cc1	5%	nt	-4%
O=C(Cn1nc(-c2ccc(Cl)cc2)ccc1=O)NCCc1ccccc1	5%	nt	-11%
O=C(CN1c2cccc3cccc(c23)S1(=O)=O)Nc1ccccc1Br	-6%	nt	6%
CCOC(=O)c1c(-c2ccccc2)oc2ccc(OCc3ccc(C)cc3)cc12	-7%[12.3 µM]	nt	11%
O=C(COC(=O)C1CCN(c2ccc(C(F)(F)F)cn2)CC1)Nc1ccc(Cl)cn1	1%	0%	3%
COCCSc1nnc(NS(=O)(=O)c2ccccc2)s1	6%	-2%	-4%
CCOCCCn1c(SCC(=O)NCc2ccco2)nc2c(sc3ccccc32)c1=O	4%	3%	-7%
C=CC[C@H](CC(=O)NCCO)C(=O)N[C@H](COC(=O)[C@@H](CC=C)Cc1ccc(F)cc1)Cc1ccccc1	1%	nt	-3%
Cc1ccc(NC(=S)NCCc2c[nH]c3ccccc23)cc1	7%	-9%	-23%
Cc1ccc(N2C(=O)CSC2c2ccc3c(c2)OCO3)cc1 (stereo not given)	0%	?	2%
Cc1ccc(Cl)cc1NC(=O)Cn1nnc2sc3c(c2c1=O)CCC(C(C)(C)C)C3 (stereo not given)	2%	nt	-16%
CCN1C(=O)[C@H]2[C@@H](c3ccc(C)cc3)N3C(=O)N(c4ccccc4)C(=O)[C@@]3(Cc3ccccc3)[C@H]2C1=O	nt	0%	-4%
C=CCOc1ccc(/C(O)=C2\C(=O)C(=O)N(CCCOC)C2c2ccc(O)c(OC)c2)cc1 (stereo not given)	-4%	-4%	1%
COc1ccc(S(=O)(=O)Nc2nc3ccccc3nc2Nc2cccc(C(=O)O)c2)cc1	5%	-4%	-6%
CN1CCN(S(=O)(=O)c2ccc(NC(=O)c3ccc(F)cc3)cc2)CC1	9%	-3%	-13%
CCc1cccc(C)c1NC(=O)COC(=O)CNC(=O)c1cccs1	-4%	5%	-2%
CC(=O)N(Cc1ccc2c(c1)OCO2)C1CC(=O)N(CCc2ccccc2)C1=O (stereo not given)	2%	6%	0%

Source: PubChem (National Center for Advancing Translational Sciences (NCATS))
